Assay outcomes (PubChem)
OXTR potentiate – human OXTR potentiation; P30559; CHO-OTR cells, Fluo-8 calcium fluorescence, potentiator mode; 0% = oxytocin EC15, 100% = EC100; activation, % at 3 µM; 0.061% of 320,000 active;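 active means activation above that plate's cutoff, the mean activation of tested compounds plus 3 SD, cut at about 6.6% in these data, passing the limit was not always enough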;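 further: 100% uses oxytocin at 75 nM as the full agonist control; some results filed as inactive read as strong as hits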
Target sequence (P30559 whole entry, looked up): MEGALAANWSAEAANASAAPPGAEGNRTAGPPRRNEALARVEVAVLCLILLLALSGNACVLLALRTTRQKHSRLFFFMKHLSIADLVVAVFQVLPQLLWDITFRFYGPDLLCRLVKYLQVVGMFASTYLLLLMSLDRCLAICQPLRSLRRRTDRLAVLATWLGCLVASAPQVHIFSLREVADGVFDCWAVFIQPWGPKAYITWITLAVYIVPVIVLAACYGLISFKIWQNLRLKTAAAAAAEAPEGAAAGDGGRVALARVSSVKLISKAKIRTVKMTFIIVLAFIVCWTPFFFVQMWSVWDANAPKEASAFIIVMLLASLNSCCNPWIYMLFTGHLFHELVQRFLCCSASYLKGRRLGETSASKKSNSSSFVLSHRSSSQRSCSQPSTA
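Measured by – Fluo-8 calcium dye fluorescence · Test system – human OTR in CHO cells · Dosing – one concentration, 3.0 µM compound · Controls – EC15 oxytocin alone as 0%, 75 nM oxytocin as 100% · Evaluation – normalized max/min fluorescence ratio, % activation · Timing – 6 min pre-incubation, 100 s read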
M18AAP inhibitor – blocks P. falciparum M18 aspartyl aminopeptidase; 1.2% of 290,000 active; recombinant PfM18AAP, H-Glu-NHMec fluorogenic cleavage; inhibition, % at 7.35 µM;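 active means inhibition above the campaign mean inhibition over all tested compounds plus 3 SD, cut at about 28% in these data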;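 further: 0% = plate median of test compound wells and 100% = 2 mM ZnCl2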
NALP1 yeast inh – inhibitors of NALP1 inflammasome in yeast; S. cerevisiae NALP1/ASC/caspase-1 growth, X-gal OD620, 72 h; inhibition, % at 10 µM; 0.61% of 280,000 active; AID 2071; in the data active means inhibition mostly above about 24%, no sharp cut-off; inactive means mostly below about 32%; further: some compounds called inactive have numbers as strong as hits
OXTR agonist – agonists of human oxytocin receptor; CHO-OTR cells, Fluo-8 calcium fluorescence; normalized: DMSO 0%, oxytocin 100%; 0.32% of 320,000 active; P30559; AID 2435; activation, % at 3 µM;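 active means activation above the mean of all tested compounds plus 3 SD, cutoff set per screening run, cut at about 20% in these data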;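 further: peak over basal fluorescence ratio from a 100 s FLIPR kinetic read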
MEKK2mut PB1 HTS – signal of MEK5 binding to mutant human MEKK2 PB1 domain; percent response, % at 10 µM; bead flow cytometry, Alexa488-MEK5 binding to MEKK2 mutant; AID 1530; 0.35% of 290,000 active; in the data active means percent response above about 24%, passing the limit was not always enough; further: inactives centre near 1; some results filed as inactive read as strong as hits
MEKK2wt PB1 HTS – raises or lowers MEK5 binding to wildtype human MEKK2 PB1 domain. Q9Y2U5. bead flow cytometry, Alexa488-MEK5 binding to MEKK2 WT; actives lie on both sides. binding response (% of control), % at 10 µM. 1.1% of 290,000 active. AID 1531; in the data active means binding response below about 67% or above about 130%; inconclusive means no clear call, values can overlap the other calls; inactive means in between
V1R ag counter – counter-screen for oxytocin receptor agonists: human V1a receptor agonists. P37288. CHO-V1R cells, Fluo-8 calcium fluorescence, agonist mode; 0% DMSO, 100% 3 nM vasopressin. activation, % at 3 µM. 0.25% of 320,000 active;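 active means activation above the mean activation of all tested compounds plus 3 SD, per screening run, cut at about 20% in these data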;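 further: signal is peak over basal fluorescence ratio across a 100 second FLIPR read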
GalR3 antagonist – antagonists of human GalR3; HEK293 GalR3-CNG cAMP membrane potential fluorescence; galR3 body fused to GalR1 C-terminus; 0.44% of 360,000 active; AID 651719; inhibition, % at 3 µM;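 active means inhibition above the screen-wide average plus 3 SD, cut at about 13% in these data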;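 further: forskolin and galanin both at EC90 stimulate the cells; cAMP rise reported by CNG channel membrane potential dye signal; 0% = forskolin plus galanin with DMSO and 100% = forskolin alone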
Target sequence (O60755 1-299 limits assumed): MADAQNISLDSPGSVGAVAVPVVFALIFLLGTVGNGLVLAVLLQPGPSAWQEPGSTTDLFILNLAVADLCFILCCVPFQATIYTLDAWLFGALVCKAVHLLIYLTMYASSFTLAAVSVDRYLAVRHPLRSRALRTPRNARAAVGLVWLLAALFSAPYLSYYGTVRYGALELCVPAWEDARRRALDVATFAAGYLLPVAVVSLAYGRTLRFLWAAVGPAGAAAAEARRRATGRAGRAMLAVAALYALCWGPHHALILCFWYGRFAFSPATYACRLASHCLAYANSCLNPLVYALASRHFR
GPR7 antag – blocks human GPR7 receptor signaling; inhibition, % at 4.4 µM; GPR7-expressing cells, fluorescence antagonist assay; AID 1861; 1.1% of 290,000 active; P48145; in the data active means inhibition above about 16%, passing the limit was not always enough;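 further: cells stimulated with the agonist NPW; 0% = agonist with vehicle and 100% = vehicle without agonist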
Target sequence (P48145 whole entry, looked up): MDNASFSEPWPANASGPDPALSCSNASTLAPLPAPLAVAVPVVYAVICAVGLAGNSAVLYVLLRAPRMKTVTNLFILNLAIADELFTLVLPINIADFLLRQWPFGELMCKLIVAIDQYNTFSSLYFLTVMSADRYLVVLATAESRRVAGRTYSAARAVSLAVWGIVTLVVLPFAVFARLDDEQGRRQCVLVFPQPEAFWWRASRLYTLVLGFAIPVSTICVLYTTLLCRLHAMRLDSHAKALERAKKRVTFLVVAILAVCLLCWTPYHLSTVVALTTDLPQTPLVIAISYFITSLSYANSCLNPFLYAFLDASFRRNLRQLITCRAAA
Starred values were filed as active, the others as inactive; u = inconclusive; x = no result given; + = active, no number.

SMILES	OXTR potentiate	M18AAP inhibitor	NALP1 yeast inh	OXTR agonist	MEKK2mut PB1 HTS	MEKK2wt PB1 HTS	V1R ag counter	GalR3 antagonist	GPR7 antag
O=C(O)CSCC(=O)N1CCN(c2ccnc3cc(Cl)ccc23)CC1	-2.5	-2.1	7.1	1.5	-6.0	94.0	-0.2	x	1.4
CCN(CC)S(=O)(=O)c1ccc(N2CCOCC2)c(NC(=O)C(C)(C)C)c1	0.1	4.5	x	-0.1	1.0	98.0	-0.2	-6.1	-10.9
C=CCNC(N)=S	-5.5	-4.3	3.0	0.1	1.0	104.0	0.6	-1.6	-15.6
CCOC(=O)N1CCN(Cc2nnc(-c3cccc(Br)c3)o2)CC1	-12.6	-2.6	-5.1	4.4	2.0	102.0	5.1	4.1	-1.8
CCCC(=O)NCn1nnc(-c2ccc(Cl)cc2)n1	x	3.2	6.1	x	+	94.0	x	-1.0	2.0
Cc1cc(C)c(C#N)c(Sc2ccccc2N)n1	-4.9	5.1	-18.7	-0.1	-6.0	92.0	-0.8	-5.9	-11.4
OCC[C@H]1C[C@@H](O)[C@H](O)[C@@]2(CCc3ccccc3O2)O1	-1.6	x	x	0.6	x	x	1.3	-3.8	x
O=C1CCSc2cccc3cccc(c23)N1	0.0	-5.8	0.0	-1.1	5.0	106.0	-0.2	-0.8	-4.7
Cn1nnnc1SCc1ccc(C(=O)Nc2ccccc2F)cc1	-12.8	-0.3	29.1	1.0	7.0	112.0	0.6	-2.1	6.5
O=C(CSc1nc2[nH]ncc2c(=O)[nH]1)Nc1cccc(Cl)c1	-1.5	x	x	0.5	x	x	1.2	4.2	x
COC(=O)c1cccc(NC(=O)c2ccccc2)c1	2.5	5.7	9.2	-0.8	-2.0	97.0	-0.1	-5.4	-8.2
Cc1ccc(S(=O)(=O)/C(C#N)=C/c2c(N3CCOCC3)nc3c(C)cccn3c2=O)cc1	-1.1	6.2	-0.1	0.3	-7.0	97.0	1.9	0.9	-10.6
CCCCCCn1nc(C(=O)OCC(=O)NC2CCS(=O)(=O)C2)c2ccccc2c1=O (configuration not stated)	-5.4	1.6	-4.0	-1.4	2.0	91.0	-1.4	2.4	14.3
O=C(c1cccnc1)N1CCN(C(=O)c2ccccc2F)CC1	-4.0	1.7	3.9	0.7	6.0	104.0	0.7	-3.8	-14.9
COc1ccc(/C=C/C(=O)Nc2ccccc2C(F)(F)F)cc1OC	1.4	0.6	-2.4	0.5	x	x	0.2	2.0	-6.1
COc1ccc(CCN2C(=O)C3C4CC(C5C(C(=O)NN)=NOC45)C3C2=O)cc1OC (configuration not stated)	-3.0	-3.9	3.7	-2.1	-3.0	100.0	-0.5	-1.7	-3.4
CCC1(c2ccccc2)NC(=O)N(CC(=O)N(C)CC(=O)Nc2cccc(F)c2)C1=O (configuration not stated)	1.9	7.7	5.4	1.0	1.0	100.0	0.8	-1.5	-2.5
CS(=O)c1ccccc1-c1nc(-c2ccc(Cl)cc2)no1 (configuration not stated)	-3.3	-1.5	2.6	-0.3	-4.0	101.0	0.3	-3.7	-8.4
O=C1N=C(N2CCN(c3cccc4ccccc34)CC2)S/C1=C/c1cccs1	-9.9	-4.5	43.2	-0.8	0.0	92.0	-0.1	-1.7	-9.2
Cc1noc(C)c1C(=O)OCC(=O)Nc1ccc(N2CCOCC2)cc1	-4.7	x	x	1.6	x	x	0.3	-0.9	x
COC(=O)c1scc(C)c1NC(=O)c1ccccc1F	-9.2	-5.4	11.1	-1.7	2.0	97.0	-0.5	-10.6	-8.3
O=C(CSc1nc2ccccc2[nH]1)NC(=O)NCc1ccco1	-7.3	7.5	19.2	0.1	9.0	109.0	11.8	-3.1	-7.0
COC(=O)c1ccc(Cn2cc([N+](=O)[O-])cn2)cc1	-3.9	4.8	4.1	0.3	9.0	102.0	-0.9	-2.8	-6.3
C=CCOC(=O)C1=C(C)N=C2SCCC(=O)N2C1c1ccc(OC(=O)c2ccco2)cc1 (configuration not stated)	6.0	1.1	10.7	4.5	2.0	98.0	1.1	-4.8	25.5*
O=C(O)COc1ccc(C(=O)Cc2ccc3c(c2)OCCCO3)c(O)c1	-7.7	6.7	-1.5	0.2	0.0	92.0	0.8	-1.0	-4.4
O=C(Nc1nccs1)c1ccc(-c2ccc(Cl)cc2Cl)o1	-10.9	-1.9	16.6	-2.2	38.0	125.0	0.7	-5.7	-5.8
Cn1c(SCC(=O)OCC(=O)c2ccccc2)nnc1-c1cccs1	-0.4	-8.4	3.8	0.4	-24.0	u	0.4	-7.0	-11.4
C=C(Br)Cn1c(CCC)nc2ccccc21	-8.4	-3.5	13.8	-1.4	-8.0	92.0	-0.5	-4.5	-0.3
Cc1cc(Cl)ccc1OCC(=O)Nc1ccccc1N1CCOCC1	-17.5	-5.9	x	3.4	3.0	107.0	8.9	-6.0	-3.7
O=C(C[n+]1cc(-c2ccccc2)n2c1CCC2)OCc1ccccc1	-4.5	2.4	10.4	-1.4	0.0	104.0	4.1	-3.8	-6.9
O=C(c1ccc(Br)s1)N1CCCC1	-0.1	3.2	8.2	-1.8	-3.0	102.0	-0.8	4.1	0.0
Nc1nnc(SCc2cccc(C(F)(F)F)c2)s1	-8.0	-8.0	31.4	-0.7	-4.0	90.0	-0.6	-4.8	3.0
Cc1sc(NC(=O)Cc2ccc3c(c2)OCO3)nc1-c1ccc2c(c1)CCN2C(=O)c1cccc(F)c1	-6.6	3.8	5.1	0.3	-2.0	91.0	1.5	2.6	-4.2
O/N=C/c1cc(Br)cs1	-2.8	1.9	26.0	0.3	7.0	101.0	1.3	-0.7	-15.0
Cc1ccnc2nc(C(=O)Nc3ccc4c(c3)OCO4)nn12	-3.0	7.8	-3.7	-0.6	-1.0	101.0	-0.6	-2.2	-5.1
COc1ccccc1OCc1ccc(C(=O)N2CCCCC2)o1	-10.1	-12.1	-3.6	0.4	-10.0	88.0	0.2	-7.8	16.1
CC(C)(C)NCC1(CO)SC(N)=NC1=O (configuration not stated)	-3.2	-47.7	-7.6	1.0	-2.0	96.0	-0.8	-1.3	-13.8
CCc1ccc(C2=NN(CCC(=O)NCC3CCCO3)C(=O)CC2)cc1 (configuration not stated)	-2.0	-1.2	-2.1	-0.9	1.0	103.0	0.7	-6.3	-8.3
COc1cccc(CN2C(=O)CCC2(C)C(=O)NCCc2ccc(OC)c(OC)c2)c1 (configuration not stated)	-14.6	-1.5	1.5	-1.2	6.0	99.0	-0.2	-7.9	-5.3
CCCC(=O)N(c1ccc2oc(=O)sc2c1)S(=O)(=O)c1cccs1	-2.9	37.2*	1.9	0.3	10.0	105.0	0.2	0.3	1.0
Cc1ccc(C2=NC3(CCCCC3)NC2=S)cc1	7.0	2.3	-2.6	-2.1	1.0	94.0	-1.8	-0.6	-2.1
Cc1ccc(/C=C2/C(=N)N3N=C(CC(=O)N4CCCC4)SC3=NC2=O)cc1	-0.8	3.1	2.6	-0.1	-1.0	101.0	0.8	-7.8	3.1
O=C(CNC(=O)c1ccccc1F)c1ccc(Br)cc1	0.2	-1.6	20.7	-1.2	-4.0	96.0	0.4	-11.3	-7.5
CCN1CCN(Cc2cccc(Oc3ccccc3)c2)CC1	-0.4	4.6	52.2	1.3	3.0	105.0	-0.3	x	-8.3
Cc1ccc(OCC(=O)Nc2ccc(NC(=O)c3ccccc3)c(C)c2)cc1	x	-6.1	16.7	x	-5.0	95.0	x	-1.4	-10.9
Cc1ccc(S(=O)(=O)Nc2ccc3c(c2)n(C)c(=O)n3C)c(C)c1	-13.1	-6.7	0.6	5.7	13.0	108.0	9.5	0.8	-13.2
O=C(Nn1cnnc1)c1ccncc1	-5.5	13.1	13.0	0.2	-1.0	97.0	1.8	-3.8	15.3
CN(CC(=O)Nc1ccc(Cl)cc1)C(=O)c1cccc(S(=O)(=O)NCc2ccccc2)c1	-2.0	-11.0	8.8	0.4	3.0	103.0	5.5	-0.4	24.1
Fc1cccc2sc(Nc3nnc(-c4ccco4)o3)nc12	-16.5	4.9	24.5	0.0	-9.0	89.0	2.3	-6.2	0.6
O=C(NC1CCCCCC1)c1nc2ncccn2n1	2.3	6.5	-17.6	0.1	x	x	1.0	1.5	4.7
COc1ccc(C(=O)c2cc(C(C)=O)c(Nc3ccccc3)s2)cc1	-12.1	4.7	19.8	-1.2	-2.0	87.0	0.8	-1.9	-5.8
CCCCN1C2=C(C(=O)CC(C)(C)C2)C(c2ccccc2)C2=C1c1ccccc1C2=O (configuration not stated)	5.5	7.1	-14.7	-2.6	5.0	99.0	-2.2	-6.0	-7.6
O=[N+]([O-])c1ccc(O)c(P(=O)(c2ccccc2)c2ccccc2)c1	-0.5	3.8	-7.8	0.5	3.0	96.0	0.7	-4.7	-6.6
COc1ccc(S(=O)Cc2ccc(C(=O)N3CCN(c4cccc(C)c4C)CC3)o2)cc1 (configuration not stated)	-13.1	-11.2	20.1	7.1	0.0	101.0	9.6	x	3.8
Cc1ccc(C2(C)NC(=O)N(CC(=O)NCc3cccs3)C2=O)cc1 (configuration not stated)	-4.5	0.6	8.3	-0.6	-1.0	102.0	0.3	-4.4	-8.8
Cc1c(C(=O)Nc2ccc(-c3nnc4n3CCCCC4)cc2)oc2c1ccc1ccccc12	1.2	-4.3	22.1	-1.7	-1.0	102.0	2.2	-10.7	-1.8
O=C(C1=C[C@@H](C2CC2)C[C@@H](OCc2ccc(CO)cc2)O1)N1CCN(Cc2ccc3c(c2)OCO3)CC1	-10.4	2.6	-6.3	0.7	7.0	109.0	0.3	-4.2	0.0
Cc1ccc(C)c2[nH]c(=O)c(C(c3nnnn3Cc3ccco3)N3CCc4ccccc4C3)cc12 (configuration not stated)	-8.0	-4.1	-9.2	0.8	0.0	95.0	0.6	-2.1	-11.8
Cc1c(-c2ccccc2)c(=O)oc2ccc(O)cc12	3.7	-0.8	4.3	-2.6	-4.0	101.0	-1.3	-4.7	-9.9
CN1C(=O)N(CN2CCCCC2)C2C1N(C)C(=O)N2CN1CCCCC1 (configuration not stated)	-6.7	-3.1	-2.9	0.3	2.0	104.0	0.5	-4.9	-8.5

Continuation:
SMILES	OXTR potentiate	M18AAP inhibitor	NALP1 yeast inh	OXTR agonist	MEKK2mut PB1 HTS	MEKK2wt PB1 HTS	V1R ag counter	GalR3 antagonist	GPR7 antag
CN(C)c1ccccc1C(=O)N1CCC(n2nccc2NC(=O)C2CC2)CC1	-3.5	-4.9	10.6	7.0	2.0	98.0	0.2	5.6	-2.5
CC(=O)C1=C(S(=O)(=O)c2ccc(C)cc2)CS(=O)(=O)C1	x	-18.6	9.8	x	-27.0	79.0	x	-3.2	-7.5
COc1cc(C2Nc3ccccc3C(=O)N2c2ccc(Cl)cc2)c(Cl)cc1OCC(=O)O (configuration not stated)	-2.8	-13.5	-2.1	-1.0	-2.0	93.0	-0.5	-0.1	-0.3
Cc1onc(-c2ccccc2)c1C(=O)O/N=C(\N)c1ccc([N+](=O)[O-])o1	-0.1	2.5	-7.0	-4.0	3.0	98.0	0.1	7.1	-4.5
COc1ccc(CCNC(=O)c2nonc2N)cc1	-0.6	-1.2	1.8	0.2	4.0	108.0	0.7	1.0	-8.4
